Bioassay records as filed in PubChem BioAssay.
GalR3 antag: blocks the human galanin receptor 3. HEK293 GalR3-CNG cAMP membrane potential fluorescence; galR3 body fused to GalR1 C-terminus. inhibition, % at 3 µM. O60755. actives 0.44% (n = 360,000). AID 651719;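 active = inhibition above the screen-wide average plus 3 SD, cut at about 13% in these data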;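 also: forskolin and galanin both at EC90 stimulate the cells; cAMP rise reported by CNG channel membrane potential dye signal; 0% = forskolin plus galanin with DMSO and 100% = forskolin alone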
Target sequence (O60755 1-299 limits assumed): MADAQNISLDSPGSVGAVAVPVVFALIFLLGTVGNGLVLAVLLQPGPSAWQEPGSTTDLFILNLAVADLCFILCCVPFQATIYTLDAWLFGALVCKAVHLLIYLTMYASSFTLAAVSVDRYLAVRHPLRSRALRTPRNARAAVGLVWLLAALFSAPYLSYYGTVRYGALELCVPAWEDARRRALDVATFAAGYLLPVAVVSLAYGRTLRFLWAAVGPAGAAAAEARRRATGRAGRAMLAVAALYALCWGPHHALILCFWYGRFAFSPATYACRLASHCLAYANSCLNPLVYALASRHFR
PHOSPHO1 block: blocks human PHOSPHO1 phosphatase activity | AID 1565 | recombinant PHOSPHO1, absorbance phosphatase assay | inhibition, % at 13.3 µM | actives 1.1% (n = 290,000); in the data active = inhibition above about 60%
Target sequence (Q8TCT1 whole entry, looked up): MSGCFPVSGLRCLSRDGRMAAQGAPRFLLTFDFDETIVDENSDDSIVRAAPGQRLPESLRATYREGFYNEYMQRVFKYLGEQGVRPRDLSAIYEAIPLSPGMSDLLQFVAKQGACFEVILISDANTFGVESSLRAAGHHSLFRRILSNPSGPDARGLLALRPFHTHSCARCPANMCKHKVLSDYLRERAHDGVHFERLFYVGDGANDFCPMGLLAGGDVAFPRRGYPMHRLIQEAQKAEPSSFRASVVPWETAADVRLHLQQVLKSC
NALP1 inh: blocks the NALP1 inflammasome reconstituted in yeast | actives 0.61% (n = 280,000) | S. cerevisiae NALP1/ASC/caspase-1 growth, X-gal OD620, 72 h | AID 2071 | inhibition, % at 10 µM; in the data active = inhibition mostly above about 24%, no sharp cut-off; inactive = mostly below about 32%; also: some compounds called inactive have numbers as strong as hits
MEKK2wt PB1 HTS: raises or lowers MEK5 binding to wildtype human MEKK2 PB1 domain; bead flow cytometry, Alexa488-MEK5 binding to MEKK2 WT; actives lie on both sides; binding response (% of control), % at 10 µM; actives 1.1% (n = 290,000); AID 1531; in the data active = binding response below about 67% or above about 130%
MEKK2 mut-MEK5: signal of MEK5 binding to mutant human MEKK2 PB1 domain | actives 0.35% (n = 290,000) | percent response, % at 10 µM | bead flow cytometry, Alexa488-MEK5 binding to MEKK2 mutant; in the data active = percent response above about 24%, passing the limit was not always enough; also: inactives centre near 1; some results filed as inactive read as strong as hits; reference of the scale not given here
MEKK3 PB1 HTS: MEKK3-MEK5 PB1 interaction, increase or decrease | binding response (% of control), % at 10 µM | bead-based flow cytometry, Alexa488-MEK5 binding to MEKK3; actives lie on both sides; 0 = blocked by unlabeled MEK5, 100 = vehicle | actives 1.4% (n = 290,000);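 active = binding response more than 3 SD above or below the average of its plate-row segment, actives on both sides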;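 also: Alexa488 bead fluorescence after subtracting the streptavidin-only scavenger bead signal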
GPR7 antag: human neuropeptides B/W receptor 1 antagonism. inhibition, % at 4.4 µM. actives 1.1% (n = 290,000). GPR7-expressing cells, fluorescence antagonist assay. P48145; in the data active = inhibition above about 16%, passing the limit was not always enough;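 also: cells stimulated with the agonist NPW; 0% = agonist with vehicle and 100% = vehicle without agonist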
V1R ag counter: V1a receptor agonism, counter-screen for OXTR agonists. P37288. CHO-V1R cells, Fluo-8 calcium fluorescence, agonist mode; 0% DMSO, 100% 3 nM vasopressin. activation, % at 3 µM. actives 0.25% (n = 320,000). AID 2797;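 active = activation above the mean activation of all tested compounds plus 3 SD, per screening run, cut at about 20% in these data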;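 also: signal is peak over basal fluorescence ratio across a 100 second FLIPR read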
Target sequence (P37288 whole entry, looked up): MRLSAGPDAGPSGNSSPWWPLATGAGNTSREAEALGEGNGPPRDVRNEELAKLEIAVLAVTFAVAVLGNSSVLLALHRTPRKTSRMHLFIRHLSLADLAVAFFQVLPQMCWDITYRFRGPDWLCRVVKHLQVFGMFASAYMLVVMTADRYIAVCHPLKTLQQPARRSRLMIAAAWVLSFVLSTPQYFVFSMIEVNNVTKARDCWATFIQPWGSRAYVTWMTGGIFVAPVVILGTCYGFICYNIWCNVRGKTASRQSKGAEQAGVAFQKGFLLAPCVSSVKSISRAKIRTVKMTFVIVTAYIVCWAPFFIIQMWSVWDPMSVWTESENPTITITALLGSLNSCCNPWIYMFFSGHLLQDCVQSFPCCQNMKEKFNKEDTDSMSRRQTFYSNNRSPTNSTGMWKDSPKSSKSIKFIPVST
OXTR agonist: agonists of human oxytocin receptor. actives 0.32% (n = 320,000). P30559. activation, % at 3 µM. CHO-OTR cells, Fluo-8 calcium fluorescence; normalized: DMSO 0%, oxytocin 100%. AID 2435;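 active = activation above the mean of all tested compounds plus 3 SD, cutoff set per screening run, cut at about 20% in these data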;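 also: peak over basal fluorescence ratio from a 100 s FLIPR kinetic read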
* = called active by the depositor; · = no result given.

Values in the order: GalR3 antag	PHOSPHO1 block	NALP1 inh	MEKK2wt PB1 HTS	MEKK2 mut-MEK5	MEKK3 PB1 HTS	GPR7 antag	V1R ag counter	OXTR agonist
1) Cc1ccc(C)c(OCC(=O)Nc2cc(NC(=O)COc3cc(C)ccc3C)cc(C(=O)O)c2)c1
    -7	19	7	95	-3	93	9	0.2	-0.8
2) CC(=O)N1CCN(S(=O)(=O)c2c(F)cc(F)c(Cl)c2F)CC1
    0	32	-10	93	-5	102	-7	-0.5	1.1
3) Cc1cccc(NS(=O)(=O)c2cc(C(=O)N3CCCCCC3)ccc2C)c1
    -4	43	8	103	9	100	8	1.1	-0.3
4) Oc1c(C(c2cccc(F)c2)N2CCN(Cc3ccccc3)CC2)sc2ncnn12 (configuration not stated)
    ·	-15	23	107	7	105	-3	-0.2	-0.6
5) C[C@]12CCC(=O)CC1CCC1C2CC[C@@]2(C)C1CC[C@@]21CCO1 (some centres not stated)
    -9	19	11	101	11	107	14	4.4	3.1
6) Cc1ccc(NC(=S)C2=C(O)c3sccc3N(C)S2(=O)=O)cc1
    0	76*	-4	109	6	108	-10	-0.3	-2.8
7) NC(=O)CCS(=O)(=O)c1ccccc1
    1	3	2	102	4	103	-12	0.7	0.8
8) O=C(CSc1ccc(/C=N/NC(=O)c2cccc(F)c2)o1)Nc1ccccc1
    -5	-4	27	109	6	113	-11	0.5	-0.1
9) NC(=O)N/N=C/c1cc(F)cc(F)c1
    10	34	3	101	5	99	-15	-1.4	1.1
10) C[C@H]1CC[C@@]2(O[C@@H](CCO)C[C@H](O)[C@H]2O)O1
    -7	·	·	106	5	104	·	0.8	0.2
11) COc1ccc2cc(C(=O)N3CCC(Cc4ccccc4)CC3)[nH]c2c1
    0	22	17	101	2	108	-5	1.1	-0.1
12) Cc1cc(C)c(NC(=O)CCCCCNC2CCCCC2)c(C)c1
    -9	10	0	103	4	103	-16	·	·
13) COc1ccc(Cl)cc1C(Nc1cccnc1)c1ccc2cccnc2c1O (configuration not stated)
    -3	-16	16	101	-1	98	-12	1.6	2.1
14) COc1ccc(N2CCCn3c2nc2c3c(=O)n(CCN3CCOCC3)c(=O)n2C)cc1
    1	4	-10	104	2	103	·	-0.5	-0.6
15) Cc1cccc(NC(=O)c2cc3ccccc3o2)c1
    -6	-6	10	99	-4	103	18*	-1.3	-1.0

Quoted from the entries so far, 2 compounds:
Values in the order: GalR3 antag	PHOSPHO1 block	NALP1 inh	MEKK2wt PB1 HTS	MEKK2 mut-MEK5	MEKK3 PB1 HTS	GPR7 antag	V1R ag counter	OXTR agonist
1) Cc1ccc(C)c(OCC(=O)Nc2cc(NC(=O)COc3cc(C)ccc3C)cc(C(=O)O)c2)c1
    -7	19	7	95	-3	93	9	0.2	-0.8
2) CC(=O)N1CCN(S(=O)(=O)c2c(F)cc(F)c(Cl)c2F)CC1
    0	32	-10	93	-5	102	-7	-0.5	1.1

The results go on:
Values in the order: GalR3 antag	PHOSPHO1 block	NALP1 inh	MEKK2wt PB1 HTS	MEKK2 mut-MEK5	MEKK3 PB1 HTS	GPR7 antag	V1R ag counter	OXTR agonist
16) Cc1ccc(CN(C(=O)c2ccco2)C2CCS(=O)(=O)C2)cc1 (configuration not stated)
    0	38	21	99	2	97	-18	-0.4	-0.4
17) Cc1coc2c1c(C)cc1oc(=O)c(Cc3ccccc3)c(C)c12
    -5	39	28	112	7	88	-13	1.6	0.7
18) CCOc1ccccc1NC(=O)CSc1nc2c(c(=O)n(C)c(=O)n2C)n1C
    -9	28	3	98	-1	97	1	1.0	1.0
19) Cc1ncoc1C(=O)NC1CC(C)(C)Cc2c1cnn2-c1ccccc1 (configuration not stated)
    2	51	4	102	5	102	-3	·	·
20) C=CCN1C(=O)S/C(=C/c2ccsc2)C1=O
    -1	-10	17	93	1	90	-9	-0.4	-1.8
21) CCOC(=O)N1CCN(C(=O)c2cc3c(ccc4ccccc43)oc2=O)CC1
    -2	-4	8	104	3	98	-14	-0.5	-0.5
22) Cc1cc(NC(=O)COC(=O)c2c(C)noc2C)ccc1Br
    -7	24	14	95	-3	99	36*	4.0	3.3
23) N/C(=N\OC(=O)c1ccc(Cl)cc1)c1cccnc1
    -1	12	-15	·	·	·	1	0.1	-0.5
24) COc1ccc(OC)c(NC(=O)Cn2cc(C(=O)c3ccco3)c3ccccc32)c1
    1	16	4	104	4	107	9	2.0	3.0
25) COc1cc(OC)nc(NC(=O)CSc2nc3ccccc3o2)n1
    -8	10	-3	84	-5	87	-6	-0.7	-0.1
26) Cc1cc(NC(=O)CCC(=O)N(CCC(C)C)C(C(=O)NC2CCCC2)c2cccnc2)no1 (configuration not stated)
    -4	28	-3	121	10	114	5	-0.2	0.3
27) O=C(O)CCN1C(=O)c2ccc(NC(=O)CSc3ccc(Cl)cc3)cc2C1=O
    -2	·	·	103	2	104	-7	0.1	-0.5
28) COc1ccc(CCNC(=O)CSc2ccc(-c3ccco3)nn2)cc1OC
    1	-23	18	104	-2	114	-10	-0.2	0.8
29) Cc1nc(N)[nH]c(=O)c1CC(=O)OCCCl
    -5	12	13	98	5	102	5	0.6	0.7
30) COc1cc(C2C(C#N)=C(N)Oc3cc(C)oc(=O)c32)ccc1OC(=O)N1CCOCC1 (configuration not stated)
    -4	18	18	104	1	104	-5	0.7	0.0

(next part)
Values in the order: GalR3 antag	PHOSPHO1 block	NALP1 inh	MEKK2wt PB1 HTS	MEKK2 mut-MEK5	MEKK3 PB1 HTS	GPR7 antag	V1R ag counter	OXTR agonist
31) C=CCN1C(=O)c2ccc(C(=O)N(C)CC(=O)Nc3ccccc3Br)cc2C1=O
    -3	33	3	99	2	99	-12	0.4	0.5
32) O=c1c2cc(Cl)ccc2[nH]c(=S)n1Cc1ccccn1
    -12	-26	19	103	0	151*	-5	0.0	-0.8
33) S=C(NNc1ccnc2cc(Cl)ccc12)Nc1ccc(Cl)cc1Cl
    1	-15	·	110	10	110	-16	-0.1	-0.7
34) CCOc1ccc(N(CC(=O)Nc2ccc(C)c(C)c2)S(=O)(=O)c2c(C)[nH]c(=O)[nH]c2=O)cc1
    -4	18	·	99	-1	94	-8	1.4	1.2
35) CCOCCCNC(=O)CS(=O)(=O)Cc1nc(-c2cccc(OC)c2)oc1C
    -4	-3	29	98	-1	99	15	-0.2	1.0
36) CCN(CC)S(=O)(=O)c1ccc(C)c(NC(=O)CSc2nc3ccc(C)cc3[nH]2)c1
    -5	-10	37	94	-2	92	-7	1.7	-0.4
37) CCCCOC(=O)/C=C\C(=O)NC(N)=O
    1	29	-4	95	-6	94	-14	0.0	-1.2
38) Cc1cccc(C)c1NC(=O)C1(NC(=O)C2CCCN2C(=O)OC(C)(C)C)CCCCC1 (configuration not stated)
    -1	9	5	86	-8	88	0	-0.3	-1.1
39) CC(=O)c1ccc(N(CC(=O)NCC2CCCO2)C(=O)CCC(=O)Nc2cc(C)on2)cc1 (configuration not stated)
    -5	32	28	104	1	103	8	0.2	-0.1
40) C/C(=N\S(=O)(=O)c1ccc(C)cc1)N1CCN(S(=O)(=O)c2ccccc2)C1
    -5	2	18	·	·	·	-14	0.1	0.0
41) CC1CCC2(CC1)NC(=O)c1ccccc1O2 (configuration not stated)
    -3	-25	-4	103	16	103	2	-1.9	-2.0
42) Cc1ccccc1N=Cc1cc2c(cc1O)OC(N)=C(C#N)C2c1ccccc1 (configuration not stated)
    -6	2	12	102	-2	96	-2	2.0	-0.5
43) COc1ccc(NC(=S)/N=C(\N)Nc2nc(C)c3ccc(C)cc3n2)cc1
    -7	42	12	101	-4	103	13	-0.2	-1.8
44) COc1ccc([N+](=O)[O-])cc1NC(=O)c1ccc(N(Cc2ccccc2Cl)S(C)(=O)=O)cc1
    -2	3	13	97	-3	97	-7	1.0	0.5
45) Cc1ccc(-c2nc3ccc(C(=O)O)cc3nc2-c2ccc(C)cc2)cc1
    -3	-45	3	100	2	99	-3	-0.3	-1.5

Pulled by structure from the entries so far (two):
Values in the order: GalR3 antag	PHOSPHO1 block	NALP1 inh	MEKK2wt PB1 HTS	MEKK2 mut-MEK5	MEKK3 PB1 HTS	GPR7 antag	V1R ag counter	OXTR agonist
31) C=CCN1C(=O)c2ccc(C(=O)N(C)CC(=O)Nc3ccccc3Br)cc2C1=O
    -3	33	3	99	2	99	-12	0.4	0.5
42) Cc1ccccc1N=Cc1cc2c(cc1O)OC(N)=C(C#N)C2c1ccccc1 (configuration not stated)
    -6	2	12	102	-2	96	-2	2.0	-0.5

Remaining list, next part.
Values in the order: GalR3 antag	PHOSPHO1 block	NALP1 inh	MEKK2wt PB1 HTS	MEKK2 mut-MEK5	MEKK3 PB1 HTS	GPR7 antag	V1R ag counter	OXTR agonist
46) COCOc1ccc(C=O)c(OCOC)c1
    -7	·	·	108	4	104	·	0.4	-0.2
47) O=C(CSc1nnc(Cc2cc(=O)[nH]c(=O)[nH]2)n1-c1ccc(F)cc1)N1CCCCC1
    4	28	-6	100	1	101	9	1.4	1.2
48) COc1ccc(C(O)P(=O)(OC(C)C)OC(C)C)c(OC)c1 (configuration not stated)
    -1	20	-10	99	0	96	-9	0.6	-1.0
49) COCCCNC(=O)C1CC(=O)N(Cc2ccc(OC)cc2)C1 (configuration not stated)
    3	41	4	98	3	101	-4	-0.2	1.2
50) CCOC(=O)c1nn(-c2ccc(Cl)cc2)c2nnc(Cc3ccc(C)cc3)c(=O)n12
    0	12	16	96	-4	92	8	-1.6	-3.0
51) COc1ccc(N(C)S(=O)(=O)c2cccc(C(=O)Nc3ccc(OC)nc3)c2)cc1
    -2	18	45	103	-2	97	-10	9.6	3.7
52) CC(C)Cn1c(N)c(C(=O)COC(=O)c2cc(C(F)(F)F)nc3c(C(F)(F)F)cccc23)c(=O)n(C)c1=O
    -4	21	14	109	2	101	-13	0.3	-0.5
53) N#CC(C(=O)OC1CCCCC1)c1nc2ccccc2nc1N1CCCCC1 (configuration not stated)
    -3	-7	14	96	-2	104	-11	·	·
54) CCOc1ccc(CNC(=S)Nc2ccccc2)cc1Cl
    0	19	-13	100	1	102	16	8.0	4.9
55) CC(C(=O)O)n1nc2ccccc2n1 (configuration not stated)
    0	4	2	97	-7	93	-8	-0.2	1.1
56) Cc1cc(C(=O)NNC(=S)NC2CCCCC2)cs1
    -1	-1	-9	110	7	104	-6	1.1	-0.2
57) CC(C)CN(C(=O)CN1CCN(c2ccc(O)cc2)CC1)c1c(N)n(CC(C)C)c(=O)[nH]c1=O
    -6	5	22	97	0	99	-13	-0.6	0.0
58) CCCc1nc2ccccc2[nH]1
    -3	-3	15	100	2	98	1	1.0	-0.1
59) Cc1nn(C)cc1C(C(=O)NC1CCCCC1)N(C(=O)c1cnccn1)c1ccc(Oc2ccccc2)cc1 (configuration not stated)
    -4	3	23	99	0	99	-10	0.3	-0.4
60) O=C(CSc1nc2ccccc2c(=O)n1CC1CCCCC1)N1CCOCC1
    0	1	0	99	0	100	12	-1.3	-1.9
